FH mod: Identification of activators of human fumarate hydratase by quantitative high-throughput screening; Fumarate hydratase, mitochondrial (Homo sapiens), P07954; FH coupled MDH/diaphorase resazurin fluorescence, 15 min; Potency, µM (doses to about 79.9 µM), for inactives: top-dose activity change, negative = inhibition, most hits filed as inhibitors; 54,000 tested, 0.22% active; further: potency means the concentration at half of the fitted maximal effect; on the % scale 0 is the no-effect control and ±100 the full control effect; the screen sought activators but most active calls are inhibition curves; nearly all actives have a fitted effect of over 45% in size
Target sequence (P07954 whole entry, looked up): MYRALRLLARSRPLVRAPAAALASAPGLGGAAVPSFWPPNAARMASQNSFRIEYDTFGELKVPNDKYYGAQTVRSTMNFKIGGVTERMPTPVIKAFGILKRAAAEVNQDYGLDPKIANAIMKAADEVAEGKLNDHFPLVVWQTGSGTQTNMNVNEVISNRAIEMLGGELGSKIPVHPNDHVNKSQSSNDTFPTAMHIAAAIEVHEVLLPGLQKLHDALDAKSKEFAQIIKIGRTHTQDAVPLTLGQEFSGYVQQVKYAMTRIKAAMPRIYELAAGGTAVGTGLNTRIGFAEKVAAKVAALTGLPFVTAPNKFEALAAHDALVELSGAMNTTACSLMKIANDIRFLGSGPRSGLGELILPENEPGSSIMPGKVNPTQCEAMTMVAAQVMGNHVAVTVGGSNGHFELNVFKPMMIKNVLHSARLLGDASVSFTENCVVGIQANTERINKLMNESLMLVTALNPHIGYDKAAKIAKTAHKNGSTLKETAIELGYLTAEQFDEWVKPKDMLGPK
GALK inh: GALK (human) enzyme inhibition; P51570; recombinant GALK, Kinase-Glo ATP luminescence, 1 h; Potency, µM (top dose mostly 57.5 µM), inactives show top-dose activity, negative = inhibition, usual class: inhibitors; 44,000 tested, under 10 active;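 further: plate controls were full GALK reaction for no effect and reaction lacking GALK for full effect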
Target sequence (P51570 whole entry, looked up): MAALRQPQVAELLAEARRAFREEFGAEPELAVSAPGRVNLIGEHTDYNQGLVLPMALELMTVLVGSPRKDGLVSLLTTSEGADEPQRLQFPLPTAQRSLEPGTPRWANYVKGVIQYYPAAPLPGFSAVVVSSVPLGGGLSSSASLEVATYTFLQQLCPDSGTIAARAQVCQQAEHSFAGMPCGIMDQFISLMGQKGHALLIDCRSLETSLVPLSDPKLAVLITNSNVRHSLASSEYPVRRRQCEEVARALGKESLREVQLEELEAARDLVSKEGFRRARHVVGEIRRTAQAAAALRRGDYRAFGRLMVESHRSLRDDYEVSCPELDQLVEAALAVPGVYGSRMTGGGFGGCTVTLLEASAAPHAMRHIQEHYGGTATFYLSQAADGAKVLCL
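Compounds were pinned into ATP buffer, then GALK-galactose mix was added (final 5 nM enzyme, 35 uM ATP, 100 uM galactose, pH 8.0). After 1 h at room temperature, Kinase-Glo Plus was added and luminescence read.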
NTMT1 inhibitor: blocks human N-terminal methyltransferase 1 activity; Q9BV86; NTMT1 MTase-Glo SAH luminescence, purified enzyme; Potency, µM (top dose mostly 114 µM), for the others: at the top dose activity change, negative = inhibition, most hits filed as inhibitors; 59,000 tested, 2.5% active; AID 1645870;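 further: potency means the concentration at half of the fitted maximal effect; plate controls were DMSO vehicle for no effect and no enzyme for full effect; nearly all actives have a fitted effect of over 65% in size; many of its hits are not listed in these tables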
TSG101-PTAP inh: TSG101-PTAP interaction inhibition, HIV-1 budding; Fluorescence polarization, FITC-PTAP peptide/Tsg101, 20 min; Potency, µM (highest dose often 115 µM), without a hit: top-dose activity change, negative = inhibition, actives largely listed as inhibitors; 44,000 tested, under 10 active; Q99816; AID 1347069; further: potency means the concentration at half of the fitted maximal effect; 0% is about no effect
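Read-out is FITC fluorescence polarization. Compounds were added to Tsg101 binding domain (10 uM final), then FITC-PTAP peptide (50 nM final), 20 min at r.t. Total S+P intensity flags fluorescent compounds.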
p53null 39C tox: p53 null cell cytotoxicity, nonpermissive temperature; 55,000 tested, 0.97% active; Potency, µM (doses to about 46.1 µM), inactives show at the top dose activity, negative = cell killing, actives largely listed as cytotoxic; H1299 p53-null (neo) cells, 39C, ATPlite viability, 24 h;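 further: potency means the concentration at half of the fitted maximal effect; 0% = DMSO only and -100% = full killing by 100 µM tamoxifen; nearly all actives have a fitted effect of over 50% in size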
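Cells seeded at 600/well, 37C overnight. Compound added (up to 46 uM), plates shifted to 39C for 24 hr. ATPlite added, luminescence read after 20 min at room temperature.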
p53null 32C kill: selectivity test: cytotoxicity in p53 null cells, permissive temperature. Potency, µM (top dose mostly 46.1 µM), without a hit: at the top dose activity change, negative = cytotoxicity, actives largely listed as cytotoxic. H1299-neo p53 null cells, ATP luminescence, 24 h, 32C. 55,000 tested, 0.62% active;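 further: potency means the concentration at half of the fitted maximal effect; 0% = DMSO only and -100% = full killing by 100 µM tamoxifen; nearly all actives have a fitted effect of over 55% in size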
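We seeded p53-null H1299-neo cells, incubated them overnight at 37C, and added compounds across a range up to 46 uM. After 24 hours at 32C, ATP reagent was applied for 20 min at room temperature and luminescence recorded.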
B2AR arrestin ag: agonists recruiting beta-arrestin to human beta2-adrenergic receptor; P07550; HTLA Tango cells, beta-arrestin recruitment, luciferase luminescence, 18 h; Potency, µM (top dose mostly 46.1 µM), for the others: top-dose activation, most hits filed as activators; 44,000 tested, under 10 active; AID 1347077;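 further: potency means the concentration at half of the fitted maximal effect; 0% = DMSO and full agonism = EC100 isoproterenol or metaproterenol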
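Tango cell line, 1% FBS DMEM; cpd titration up to 46 microM; 18 hr, 37 degrees C, 5% CO2. Luciferin/ATP substrate mix added, 15 min RT, luminescence. %Activity, CRC fitting, curve-class categorization.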
* marks the source's active call; other numbers are inactive results; ? = inconclusive; . = not tested or not shown; [ ] = dose if it differs, or a comment. The call rests on the fitted dose curve; in most records, active means well fitted curve in the direction sought with a large enough effect; inconclusive means small, poorly fitted or top-dose-only effect, or another doubt; inactive means no such curve, though single readings can be large; an effect the other way counts as inactive or inconclusive. This is a subset, so the mix of outcomes need not match the whole.

SMILES	FH mod	GALK inh	NTMT1 inhibitor	TSG101-PTAP inh	p53null 39C tox	p53null 32C kill	B2AR arrestin ag
CCc1nnc(NC(=O)c2nc(SCc3ccccc3F)ncc2Cl)s1	-0.7%	-5.3%	13.7%	0.1%	-11.8%	0.7%	-1.0%
Cc1cc(C)cc(NC(=O)CNS(=O)(=O)c2ccc3nc(C)sc3c2)c1	-6.6%	1.7%	?	-1.3%	-8.8%	1.1%	-3.6%
Cc1ccc(S(=O)(=O)N(CC(=O)N2CCc3ccccc3C2)c2ccc(C)c(C)c2)cc1	?	-20.4%	18.7%	3.0%	12.9%	21.8%	-1.3%
COc1ccc(CNC(=O)CCc2c(C)nc3c(c(C)nn3-c3ccccc3)c2C)cc1	-10.3%	0.0%	8.7%	1.0%	-17.1%	-11.8%	-4.1%
COc1ccc(NC(=O)[C@H]2O[C@@H]3OC(C)(C)O[C@@H]3[C@H]3OC(C)(C)O[C@H]32)c(OC)c1	-5.6%	6.8%	4.9%	-3.1%	-2.3%	-2.2%	-4.2%
CCOc1ccccc1NS(=O)(=O)c1c(C)nc2sccn2c1=O	-2.4%	3.4%	0.1%	0.8%	-18.4%	-4.2%	4.3%
CN(Cc1ccccc1)C(=O)C1CCC(CNS(=O)(=O)c2ccc3c(c2)CCCC(=O)N3)CC1 (configuration not stated)	-9.4%	-1.5%	-6.8%	0.3%	-33.0%	-5.3%	0.7%
Cc1nn2c(=O)cc(COC(=O)CNC(=O)c3ccc(F)cc3)nc2s1	-2.7%	-0.2%	-0.1%	-1.5%	-0.6%	-5.3%	-0.5%
COc1ccc(S(=O)(=O)N2CCN(c3ccccc3OC)CC2)cc1-c1noc(C)n1	-13.1%	4.3%	0.4%	2.8%	2.3%	-8.4%	-2.7%
CC(=O)c1cc2c(cc1N/C(=N/S(=O)(=O)c1ccc(Br)cc1)c1ccccc1)OCO2	5.4%	1.3%	7.4%	-1.1%	20.4%	-5.6%	-2.4%

In the list so far, 2 have fluorine:
SMILES	FH mod	GALK inh	NTMT1 inhibitor	TSG101-PTAP inh	p53null 39C tox	p53null 32C kill	B2AR arrestin ag
CCc1nnc(NC(=O)c2nc(SCc3ccccc3F)ncc2Cl)s1	-0.7%	-5.3%	13.7%	0.1%	-11.8%	0.7%	-1.0%
Cc1nn2c(=O)cc(COC(=O)CNC(=O)c3ccc(F)cc3)nc2s1	-2.7%	-0.2%	-0.1%	-1.5%	-0.6%	-5.3%	-0.5%

Following part:
SMILES	FH mod	GALK inh	NTMT1 inhibitor	TSG101-PTAP inh	p53null 39C tox	p53null 32C kill	B2AR arrestin ag
Cc1ccc(C)c(CN2C(=O)c3ccccc3S(=O)(=O)c3ccc(C(=O)N4CCCCCC4)cc32)c1	-12.3%	-0.3%	24.1%	-9.2%	18.4%	0.7%	0.4%
COc1ccc(C2c3c(n(C)c4ccccc34)C(=O)N2CC(=O)Nc2ccc(Cl)cc2)cc1 (configuration not stated)	-25.0%	-1.4%	10.3%	-0.2%	-5.7%	0.3%	-0.2%
Cc1ccc(Cn2c(CNC(=O)c3cccc(C)c3)nc3ccccc32)cc1	-5.3%	6.9%	3.8%	-1.0%	-23.1%	-11.9%	-3.8%
Cc1ccc(NCc2ccccc2-c2nnc(-c3ccccc3Cl)o2)cc1Cl	-0.5%	1.2%	10.2%	2.0%	-11.4%	-4.3%	-2.0%
Cc1ccc(S(=O)(=O)c2[nH]c(-c3ccccc3)nc2SC(C)C(=O)O)cc1 (configuration not stated)	-5.3%	0.0%	0.4%	0.8%	-24.4%	-3.6%	-3.1%
COc1cc(C(=O)Nc2ccc(OCc3cc(=O)n4cc(C)sc4n3)cc2)cc(OC)c1OC	1.3%	0.6%	5.4%	-0.4%	-11.3%	-1.0%	-1.6%
CCN(c1ccccc1)S(=O)(=O)c1nnc(NC(=O)C(C)(C)C)s1	4.6%	1.8%	5.5%	4.1%	-2.4%	-2.6%	-0.7%
Cc1ccc(S(=O)(=O)NCc2nc3cccnc3n2Cc2ccccc2Cl)c(C)c1	-13.4%	-5.5%	6.7%	-6.2%	23.5%	2.9%	-0.6%
CCN(CC)CCNC(=O)C1CCCN(c2ncnc3onc(C)c23)C1 (configuration not stated)	3.0%	-2.4%	14.8%	-9.9%	-10.6%	0.7%	-0.2%
CC(=O)c1ccc(Oc2nc(C)nc3c2oc2ccccc23)cc1	-3.8%	-0.6%	-2.4%	-0.4%	-9.2%	6.3%	-3.1%
COc1cccc(CNC(=O)C2=C(C)C(=O)OC23CCCCCC3)c1	-1.7%	1.1%	-2.2%	-1.1%	-20.5%	-3.6%	0.8%
O=S(=O)(Nc1cccc(-c2ccc(N3CCCC3)nn2)c1)c1ccccc1C(F)(F)F	.	0.2%	.	1.5%	18.4%	2.2%	2.6%
O=C(COCc1cc(-c2ccc3c(c2)OCO3)on1)Nc1cc(C(F)(F)F)ccc1Cl	-23.9%	1.4%	-0.4%	3.1%	-8.9%	-3.0%	-0.5%
CC(C)c1ccc(NC(=O)Cn2nnc(C(=O)NCc3ccc(Cl)cc3)c2N)cc1	1.6%	-3.3%	12.6%	-0.9%	24.0%	-0.6%	-0.1%
COc1ccc(-c2cc(C(C)=O)c(C)n2CCC(=O)Nc2cc(Cl)ccc2C)cc1	3.9%	0.5%	89.1µM*	0.1%	29.1%	7.4%	-1.4%
CC1CCc2onc(C(=O)N3CCN(c4cccc(C(F)(F)F)c4)CC3)c2C1 (configuration not stated)	-20.9%	-0.6%	14.3%	-1.6%	8.0%	4.8%	-0.8%
CCc1ccccc1NC(=O)c1oc(=O)c2ccccc2c1-c1ccccc1	-5.6%	-9.6%	8.3%	-4.6%	-6.0%	-10.9%	0.0%
O=C(Nc1ccc(F)c(F)c1)c1ccc(=O)n(Cc2ccc(F)cc2)c1	-11.7%	2.8%	-4.7%	0.0%	-7.8%	-3.4%	1.9%
CCC(=O)N1CCc2cc(S(=O)(=O)NC(Cc3ccccc3)C(=O)O)ccc21 (configuration not stated)	2.8%	3.2%	3.8%	-3.5%	6.9%	-9.7%	-1.9%
COc1ccc(-c2cc3nc(-c4ccc(Br)cc4)cc(C(F)(F)F)n3n2)cc1	11.4%	1.3%	-12.8%	0.2%	-7.0%	-4.8%	-1.8%
O=c1oc2ccc3ccccc3c2cc1-c1nnc(Nc2cccc(C(F)(F)F)c2)s1	-0.5%	-0.2%	1.0%	-3.8%	-6.0%	1.2%	0.4%
CC(CNC(=O)c1ccc(CSc2nc3ccncc3n2Cc2ccccc2)cc1)c1ccccc1 (configuration not stated)	-5.9%	?	1.4%	10.7%	-20.5%	30.1%[activator]	?
Cc1noc(Cn2c(=O)c3cc4c(cc3n(CC(=O)Nc3cccc(Cl)c3)c2=O)OCO4)n1	-5.4%	1.4%	5.7%	2.3%	20.2%	19.9%	6.2%
CN(C)c1ccc(Nc2ncnc3c2c(-c2ccccc2)cn3-c2cccc(Cl)c2)cc1	-3.6%	0.0%	?	-0.6%	23.8%	-8.4%	0.6%
COC(=O)c1cc2oc3ccccc3c2n1CC(=O)Nc1ccc(C)cc1Cl	.	0.3%	.	1.9%	-11.0%	4.4%	-0.2%
COc1ccc(-c2onc(C)c2C)cc1S(=O)(=O)Nc1ccc(OC(F)(F)F)cc1	?	-0.4%	5.4%	-2.2%	30.1%[activator]	-2.6%	-1.5%
Cc1nn(-c2ccc(N3CCCCC3)nn2)c(C)c1CCC(=O)Nc1cccc(F)c1	.	-1.9%	.	-3.0%	?	?	2.8%
Cc1ccc(NC(=O)CN2C(=O)CCn3nc(-c4cccn4C)cc32)c(Cl)c1	-3.6%	-0.1%	2.1%	-1.2%	-12.7%	-2.3%	1.1%
O=C(Nc1ccc(Cl)c(C(F)(F)F)c1)c1cc2nc(-c3ccc4c(c3)OCO4)cc(C(F)(F)F)n2n1	-6.0%	-0.8%	4.9%	0.6%	.	.	-1.9%
CSc1ccccc1NC(=O)CCS(=O)(=O)c1nc(-c2ccc3c(c2)OCO3)cc(C(F)(F)F)n1	-1.6%	-0.5%	6.5%	-1.7%	?	?	0.2%
Cc1ccc2oc(C(=O)Nc3ccc(S(=O)(=O)Nc4ncccn4)cc3)cc(=O)c2c1	-22.1%	3.6%	-20.8%	-4.5%	?	-4.2%	-0.3%
O=C(c1ccc2c(Cl)c3c(nc2c1)CCCC3)N1CCN(c2ccccc2)CC1	-17.7%	-2.9%	-6.4%	3.1%	-17.3%	-1.6%	-1.6%
CCC(CC)C(=O)N1CCc2cc(OC)c(OC)cc2C1COc1ccc(C(=O)OC)cc1 (configuration not stated)	-17.4%	-0.5%	11.4%	0.2%	?	-4.6%	-0.8%
O=S(=O)(c1ccc(Br)cc1)c1nnn2c1nc(NCc1ccc3c(c1)OCO3)c1sccc12	-3.0%	4.8%	?	3.1%	6.6%	-1.8%	-0.1%
CCOc1cc(C(=O)NCc2ccc3c(c2)CCN3C(=O)CC)cc(OCC)c1OCC	-5.6%	8.0%	2.8%	-4.6%	-11.3%	0.5%	0.8%
CCN(c1ccccc1)S(=O)(=O)c1c(-c2ccc(C)cc2)csc1C(=O)OC	-7.0%	?	?	-0.4%	50.0%[activator]	3.5%	-0.7%
Cc1nn(-c2ccccc2)c2c1N(CCCC(=O)NCc1ccccc1)C(=O)CS2	8.1%	3.4%	-2.7%	1.4%	0.3%	7.8%	-0.5%
CCOc1ccc(C2C(C(=O)Nc3ccc(OC)cc3)=C(C)Nc3nc(SCc4ccc(Cl)cc4)nn32)cc1 (configuration not stated)	-9.7%	?	14.9%	1.3%	2.6%	-2.8%	-0.4%
CC(C)N(Cc1nc(-c2ccc(Cl)cc2)no1)C(=O)c1ccc(C(C)(C)C)cc1	-14.0%	0.0%	-1.7%	-0.4%	-13.9%	4.9%	0.9%
O=C(CSc1nc2c(c(=O)[nH]1)CN(Cc1ccc(F)cc1)CC2)Nc1ccccc1Cl	0.0%	3.3%	-5.6%	0.4%	-2.2%	-0.2%	-3.1%

Sorted by SMILES length (rising): part of the list above.
SMILES	FH mod	GALK inh	NTMT1 inhibitor	TSG101-PTAP inh	p53null 39C tox	p53null 32C kill	B2AR arrestin ag
Cc1nn(-c2ccccc2)c2c1N(CCCC(=O)NCc1ccccc1)C(=O)CS2	8.1%	3.4%	-2.7%	1.4%	0.3%	7.8%	-0.5%
CCN(c1ccccc1)S(=O)(=O)c1c(-c2ccc(C)cc2)csc1C(=O)OC	-7.0%	?	?	-0.4%	50.0%[activator]	3.5%	-0.7%
CC(C)N(Cc1nc(-c2ccc(Cl)cc2)no1)C(=O)c1ccc(C(C)(C)C)cc1	-14.0%	0.0%	-1.7%	-0.4%	-13.9%	4.9%	0.9%
O=S(=O)(c1ccc(Br)cc1)c1nnn2c1nc(NCc1ccc3c(c1)OCO3)c1sccc12	-3.0%	4.8%	?	3.1%	6.6%	-1.8%	-0.1%
CCOc1ccc(C2C(C(=O)Nc3ccc(OC)cc3)=C(C)Nc3nc(SCc4ccc(Cl)cc4)nn32)cc1 (configuration not stated)	-9.7%	?	14.9%	1.3%	2.6%	-2.8%	-0.4%
